# Screens: PubChem, National Center for Advancing Translational Sciences (NCATS)
# ATXN viability: reduces viability in counter-screen for ATXN expression inhibitors; AID 651635; S2 cells (HEK-293 line with an ATXN2-luciferase reporter) viability, CellTiter-Fluor protease fluorescence, 24 h; hit rate 0.49% among 400,000; Potency, µM (titrated, usually from 56.7 µM), usual class: cytotoxic; further: potency means the concentration at half of the fitted maximal effect; nearly all actives have a fitted effect of over 40% in size
# TGFb inhibitor: inhibitors of TGF-b signaling; HepG2 CAGA-GFP TGF-b/SMAD3 reporter, GFP fluorescence, 18 h; TGF-beta stimulated, 500 pg/mL final; Potency, µM (doses to about 46.1 µM), for the others: at the top dose activity, negative = inhibition, hits mostly inhibitors; hit rate 1.2% among 410,000; AID 588855; further: potency means the concentration at half of the fitted maximal effect; on the % scale 0 is the no-effect control and ±100 the full control effect; nearly all actives have a fitted effect of over 65% in size
#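 Smad-responsive CAGA-GFP expression was quantified in HEPG2 cells exposed to compounds and 500 pg/mL final TGF-beta for 18 h at 37 degrees C; unstimulated wells defined full inhibition.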
# IL-1B inflam inh: blocks inflammasome-driven IL-1 beta release. THP-1 LPS/ATP IL-1B secretion, AlphaLISA, 16 h; hits give low values. activity change, % at 57.5 µM. hit rate 4.7% among 360,000. AID 743279; in the data active means activity change below about -50%; inconclusive means mostly about -30% to -49%; further: on the % scale 0 is the no-effect control and ±100 the full control effect
#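 THP-1 cells pretreated 1 hr with compounds (up to 57.5 uM final), then stimulated with LPS (250 ng/mL final) plus ATP (1.25 mM final); secreted IL-1B measured by AlphaLISA after 16 hr, decreased signal indicating inhibition.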
# MCF10A rerep: induces DNA re-replication in MCF 10a normal breast cells; MCF 10A DNA re-replication, Hoechst nuclear intensity, 48 h; Potency, µM (titrated, usually from 46.1 µM), for the others: at the top dose activity, positive = re-replication, hits mostly activators; hit rate 2.9% among 350,000; further: potency means the concentration at half of the fitted maximal effect; % of control where 0% means no effect; nearly all actives have a fitted effect of over 50% in size
# ATXN2 expr inh: reduces ATXN2 reporter expression in HEK-293 cells | AID 1745845 | HEK-293 ATXN2-luciferase reporter, luminescence, 24 h | hit rate 0.72% among 360,000 | Potency, µM (titrated, usually from 57 µM), inactives show top-dose activity change, negative = inhibition, actives largely listed as inhibitors; further: potency means the concentration at half of the fitted maximal effect; on the % scale 0 is the no-effect control and ±100 the full control effect; nearly all actives have a fitted effect of over 55% in size
#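 ATXN2-luciferase reporter cells (luciferase flanked by upstream and downstream ATXN2 gene portions) were treated 24 h at 37 °C with compounds at up to 57 uM. SteadyGlo luminescence gave expression; GF-AFC fluorescence gave viability.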
# Nrf2 ARE act: Nrf2 pathway activation | AREc32 ARE-luciferase reporter (MCF7-derived line), luminescence, 24 h | Potency, µM (highest dose often 46.1 µM), inactives show at the highest dose activation, hits mostly activators | hit rate 0.31% among 410,000 | AID 624171; further: potency means the concentration at half of the fitted maximal effect; % of control where 0% means no effect; nearly all actives have a fitted effect of over 65% in size
#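 Quantitative high-throughput format: AREc32 reporter cells, 1000 per well, received compound by pin transfer and were incubated 24 hr at 37 deg C, 5% CO2, before Steady-Glo luminescence detection.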
# Nrf2 inh: inhibitors of Nrf2 signaling. A549 ARE-Fluc reporter, luciferase luminescence, 18-24 h. Potency, µM (series often up to 46 µM), for inactives: top-dose activity change, negative = inhibition, usual class: inhibitors. hit rate 2.1% among 360,000. AID 504444; further: potency means the concentration at half of the fitted maximal effect; on the % scale 0 is the no-effect control and ±100 the full control effect; nearly all actives have a fitted effect of over 60% in size
#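 In this cell-based qHTS, ARE-driven firefly luciferase in A549 cells reports Nrf2 activity; the luminescent signal after BugLite lysis is the measured value, with a prior CellTiter-Fluor read for cell health.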
# A549 viability: kills or reduces viability of A549 cells in Nrf2 counter-screen | A549 ARE-Fluc cells, CellTiter-Fluor viability, 18-24 h | Potency, µM (titrated, usually from 46 µM), for the others: top-dose activity change, negative = cytotoxicity, usual class: inhibitors | hit rate 0.16% among 390,000 | AID 504648; further: potency means the concentration at half of the fitted maximal effect; on the % scale 0 is the no-effect control and ±100 the full control effect
#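 A549 ARE-Fluc cells in 5% FBS OPTI-MEM, 5000 cells/well, rested 2 h then exposed to compounds in concentration-response for 18-24 h at 37 °C. Viability by CellTiter-Fluor fluorescence (Ex 405/Em 525) after 30 min; luciferase luminescence (BugLite, 15 min, RT) read afterwards.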
# HepG2 viability: kills HepG2 cells in TGF-b inhibitor counter-screen; Potency, µM (doses to about 46.1 µM), for the others: at the top dose activity change, negative = cytotoxicity, usual class: cytotoxic; hit rate 0.76% among 410,000; AID 588856; HepG2 CAGA-GFP viability, ATP luminescence, 18 h; further: potency means the concentration at half of the fitted maximal effect; some results filed as inactive show a strong effect at the top dose
#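 CellTiter-Glo luminescence gave cytotoxicity after 18 hours at 37 degrees C. The cells were HepG2 CAGA-GFP in 1% FBS DMEM, stimulated with 500 pg/mL TGF-beta after compound addition. %Activity was normalised to no-cell wells (complete cell-killing) and DMSO (no toxicity), and curves were fitted and classified.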
# * hit, by the source's call; i = inactive; ? = inconclusive; / = no result given; [ ] = another dose, or the depositor's remark. Unless noted, the call rests on the fitted dose curve; in most records, active means well fitted curve in the direction sought with a large enough effect; inconclusive means small, poorly fitted or top-dose-only effect, or another doubt; inactive means no such curve, though single readings can be large; an effect the other way counts as inactive or inconclusive.
SMILES,ATXN viability,TGFb inhibitor,IL-1B inflam inh,MCF10A rerep,ATXN2 expr inh,Nrf2 ARE act,Nrf2 inh,A549 viability,HepG2 viability
Cc1cc(C)c2c(c1)/C(=N/NC(=O)c1cc(C)oc1C)CCC2,i,1%,-3,?,-5%,2.2%,-4%,1%,-16%
COc1cccc(C#CC2=CC(=O)CC(C)(C)C2)c1,?,?,/,/,?,?,/,/,-70%
COc1cc(OC)cc(C(=O)NC(=S)NNC(=O)Cc2cccs2)c1,i,-13%,6,-1%,/,0.6%,3%,-5%,-21%
COc1ccc(C=C(NC(=O)c2ccccc2)C(=O)O)cc1OC,?,-11%,22,0%,12%,3.1%,-3%,-5%,-5%
COc1cccc(CC(=O)OCC(=O)NC(Cc2ccccc2)C(C)=O)c1 (stereo unspecified),i,0%,14,3%,1%,-0.6%,-2%,-6%,2%
CCOc1ccc(NCc2nc3ccccc3n2CCOc2ccccc2)cc1,?,20µM*,-96*,?,-15%,2.8%,?,-2%,-23%
CC(C)(C)C1=Nn2c(nnc2-c2ccccn2)SC1,i,-2%,18,251%[0.0737 µM],6%,0.4%,2%,-2%,6%
Cc1ccc(C(=O)O)cc1NC(=O)CN1C(=O)C2C3c4ccccc4C(Br)(c4ccccc43)C2C1=O (stereo unspecified),i,5%,-11,?,2%,-0.1%,-4%,-1%,9%
Cc1cc(C)c(Cn2cnc(-c3ccc([N+](=O)[O-])cc3)c2)c(C)c1,i,?,-64*,?,-25%,5.4%,21µM*,?,-32%
Cc1ccc(C2=NN(CC(=O)NCc3ccccn3)C(=O)CC2)cc1,?,-1%,10,?,5%,-0.2%,-2%,-3%,4%
COc1ccc(NC(=O)c2ccco2)c2ccccc12,i,2%,-2,-7%,/,?,6%,0%,9%
CSc1n[nH]c2nc3c(c(=O)n12)C1(CCCCC1)Cc1ccccc1-3,i,7%,26,?,-6%,-1.0%,5%,-9%,-7%
Clc1nssc1=Nc1nncs1,?,-6%,-73*,?,?,-0.8%,9%,-1%,1%
O=C(C1CCCO1)N1CCN(S(=O)(=O)c2ccccc2)CC1 (stereo unspecified),i,-4%,-6,-7%,0%,0.1%,9%,-11%,-18%
C=CCN(CC=C)C(=O)COC(=O)c1n[nH]c2ccccc12,i,?,19,2%,10%,-0.1%,-7%,0%,4%
CC(NC(=O)c1ccco1)C(c1cccs1)N1CCN(c2ccc(F)cc2)CC1 (stereo unspecified),i,-18%,-72*,7%,-4%,2.4%,-13%,0%,-9%
O=C(C[C@H]1C/C=C\C[C@H](Cc2ccc(F)cc2)C(=O)O[C@@H](c2ccccc2)CNC1=O)N[C@@H](CO)Cc1ccccc1,i,?,-3,22%,-9%,-0.3%,20%,-13%,4%
CCCCc1cc(=O)oc2cc(OCC(=O)N3CCc4ccccc43)ccc12,?,0%,8,-55%[inhibitor],-35%,0.6%,9%,6%,9%
O=c1nc(-c2ccccc2)c2cc(Cl)ccc2[nH]1,i,5%,-19,-2%,-1%,0.0%,11%,5%,-10%
Cc1ccccc1-c1nn(-c2ccc(F)cc2F)cc1CNCCN(C)C,i,4%,?,15%,-18%,0.1%,7%,10%,-17%
CC(C)CNC(=O)C(=O)NCCCN1CCOCC1,i,0%,13,-1%,-9%,-0.5%,-14%,-2%,10%
CN(C)N1C(N)=C(C#N)C(c2ccc(Cl)cc2)C2=C1CCCC2=O (stereo unspecified),i,6%,-4,-10%,9%,-0.6%,1%,-2%,-69%
CC(=C1C(=O)c2ccccc2C1=O)N1CCN(CCN=CC2=C(O)CC(C)(C)CC2=O)CC1,i,-22%,9,-2%,1%,3.2%,2%,-4%,-27%
c1csc(-c2nn3cnnc3c3ccccc23)c1,?,17%,-2,2%,7%,14%,-16%,-4%,-9%
CCOc1cc(C(=O)Nc2ccc(NC(C)=O)cc2)ccc1OCC(=O)N1CCCCC1,i,3%,0,0%,-5%,2.2%,-1%,4%,4%
Cc1ccc(NS(=O)(=O)c2cccc(C(=O)NCC3CCCO3)c2)cc1 (stereo unspecified),i,12%,5,12%,-7%,5.3%,21µM*,-1%,18%
O=C1NC[C@@H](CCCCN2CCN(CCC3CCCCC3)C(=O)C2=O)N(Cc2ccccc2)C1=O,i,/,-1,/,5%,-0.5%,/,/,/
CCCCn1c(SC(C)C(=O)NCC2CCCO2)nc2cc(C(=O)OC)ccc2c1=O (stereo unspecified),?,-22%,-10,1%,-11%,-0.7%,-13%,-6%,-1%
O=C(CCCc1nc(-c2ccccc2)no1)NC1CCCC1,i,-1%,27,2%,-6%,0.2%,-12%,-2%,5%
CN1C=C(C(F)(F)F)C=C/C1=C(\C#N)c1nnc2n1CCCCC2,i,1%,-1,1%,-4%,0.4%,11%,0%,3%
Cc1[nH]nc2c1C(c1ccc(OC(=O)c3ccco3)cc1)C(C#N)=C(N)O2 (stereo unspecified),i,0%,-16,5%,0%,7.1%,23%,8%,-2%
CCc1ccc(NC(=O)[C@H](NC(=O)[C@@H]2Cc3ccccc3CN2)c2ccccc2)cc1,i,2%,13,0%,5%,13%,14%,5%,-7%
CCn1c(O)c(C2=c3ccccc3=NC2=O)c2cc(Br)ccc21,i,-3%,-64*,16µM*,0%,8.3%,-10%,-7%,-8%
CCN(CC)c1ccc(C2NC(=O)c3ccccc3N2)cc1 (stereo unspecified),?,0%,39,5.8µM*,-9%,2.5%,?,?,-19%
COc1ccc(CCNc2nc(C)nc3c2oc2ccccc23)cc1OC,i,-9%,?,?,?,4.1%,18µM*,?,-24%
CCC(C)(C)NC(=O)CN(C(=O)CCC(=O)Nc1nccs1)c1ccccc1C,i,-1%,3,0%,-16%,-0.4%,3%,2%,-5%
CCCn1cc(CN2CCCC(CNC(=O)c3ccc(F)cc3)C2)c(C)n1 (stereo unspecified),i,6%,8,1%,-4%,0.1%,-6%,10%,12%
CCOc1ccc(NC(=S)N2CCCN(Cc3cc(C)ccc3C)C2)cc1,?,?,-22,22%,/,0.5%,3%,3%,-18%
CC(=O)Nc1ccc(NC(=O)c2csc([C@H]3C[C@H](O)[C@@H](CO)O3)n2)cc1,i,2%,-1,/,8%,-0.4%,/,/,-6%
CCn1cc(C(=O)O)c(=O)c2cc(Br)ccc21,i,3%,18,2%,7%,0.0%,9%,-15%,7%
Cc1nn(CC(=O)NCCN2CCCCC2C)c(=O)c2cc(-c3ccccc3)nn12 (stereo unspecified),i,-12%,-5,12%,/,0.1%,-19%,0%,-30%
CC(=O)N1CCN(CC(=O)Nc2cc(F)ccc2C)CC1,i,0%,1,-3%,-17%,0.0%,-14%,3%,14%
O=C(/C=C/c1ccccc1)NC(=S)Nc1ccc(CN2CCOCC2)cc1,i,-24%,-109*,?,-27%[11.3 µM],?,-1%,3%,0%
CCc1c(C)nc(Nc2nc(C)c3ccc(OC)cc3n2)[nH]c1=O,i,3%,-76*,3%,4%,0.5%,?,-10%,12%
COc1cc(Cl)ccc1OCc1cc(C(=O)N(C)C2CC(C)(C)NC(C)(C)C2)no1,i,-3%,15,-1%,-3%,0.5%,17%,3%,-32%
Clc1ccccc1CO/N=C1\CCCc2nonc21,i,8%,-13,-2%,12%,-1.2%,3%,8%,3%
CC(=O)c1ccc(N2C(=O)N(Cc3ccccc3C#N)c3ccccc3S2(=O)=O)cc1,i,0%,/,/,-17%,-0.7%,/,0%,-25%
O=C(O)C1(NS(=O)(=O)c2ccc(Cl)cc2)CCCCC1,i,-16%,-19,2%,2%,0.1%,1%,1%,-17%
CCOc1ccc(-n2nc3ccc(NC(=O)c4ccc5c(c4)OCCO5)cc3n2)cc1,?,-30%,-6,22%,?,0.2%,?,15%,-22%
Cc1ccc(NC(=O)CSc2nnc(-c3cc(C)on3)o2)cc1,/,0%,17,-7%,22%,-0.2%,0%,-5%,6%
Cc1ccc(C)c(Nc2nn3c(=O)c4ccc(C(=O)NCCc5ccccc5)cc4nc3s2)c1,i,11%,/,/,4%,-1.5%,?,8%,-2%
CCc1c(C)nc2c(-c3ccccc3)c(C)[nH]n2c1=O,i,-1%,3,?,-3%,4.7%,-8%,-2%,-17%
CCN(CC)C(=O)C1=C(C)N(CCC2=CCCCC2)C(=O)C(CC(=O)NC2CCCC2)C1 (stereo unspecified),i,15%,10,/,10%,0.2%,/,/,13%
CC(=O)c1cccc(NC(=O)CC2S/C(=N/N=C/c3ccccc3)NC2=O)c1 (stereo unspecified),/,3%,14,2%,/,0.8%,?,-4%,-1%
